# Screening results deposited in PubChem by Broad Institute.
# ARNT TACC3 PPI = disruptors of human ARNT/TACC3 interaction; Q9Y6A5; AlphaScreen His-ARNT PAS-B/GST-TACC3 binding, luminescence; TACC3 fragment carries E629A point mutation; inhibition, % at 9.99 µM; 0.66% of 390,000 active; AID 623870;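 active = mean inhibition of replicates at least 50% and at least half of replicates each reaching 50%; inconclusive = half or more replicates reach 50% but mean below 50%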;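 note: 0% = complete ARNT plus TACC3 wells and 100% = ARNT alone without TACC3; many hits fall short of the cut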
# DENV2 CPE rescue = protects cells from dengue virus 2 cytopathic effect; DENV2-infected cells, cytopathic effect rescue, plate reader; CPE inhibition, % at 9.99 µM; 1.7% of 350,000 active; AID 651640; in the data active = CPE inhibition above about 20%, passing the limit was not always enough; inconclusive = no clear call, values can overlap the other calls; tested in BHK-21 cells;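 note: 0% = median of neutral control wells and 100% = median of positive control wells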
# ERp5 inh = ERp5 (human) disulfide isomerase inhibition; ERp5 insulin aggregation, absorbance 650 nm, 90 min; 0.05% of 350,000 active; Q15084; inhibition, % at 9.99 µM;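 active = mean replicate inhibition above about 25%, with every replicate also reaching it, limit read from the data, passing the limit was not always enough; inconclusive = only one of those two criteria met; inactive = neither criterion met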
# Target sequence (Q15084 whole entry, looked up): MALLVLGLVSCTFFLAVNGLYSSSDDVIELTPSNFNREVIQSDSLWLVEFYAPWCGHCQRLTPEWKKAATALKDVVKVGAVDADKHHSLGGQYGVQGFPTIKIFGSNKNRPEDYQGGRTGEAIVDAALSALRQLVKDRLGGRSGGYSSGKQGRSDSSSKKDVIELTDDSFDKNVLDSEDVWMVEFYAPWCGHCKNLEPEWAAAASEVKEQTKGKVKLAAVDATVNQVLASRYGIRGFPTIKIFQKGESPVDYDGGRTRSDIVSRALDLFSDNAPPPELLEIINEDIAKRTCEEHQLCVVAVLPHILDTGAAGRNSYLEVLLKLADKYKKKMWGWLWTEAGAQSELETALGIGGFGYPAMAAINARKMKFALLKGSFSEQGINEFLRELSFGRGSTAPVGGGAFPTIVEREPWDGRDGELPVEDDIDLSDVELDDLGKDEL
# F508del corr = correctors of CFTR F508del function in bronchial epithelial cells | CFBE cells, YFP halide quenching; stimulated with forskolin plus potentiator P3; % fluorescence drop versus neutral controls | activity (quench increase), % at 7.58 µM | 0.36% of 350,000 active | AID 720511;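 active = mean added fluorescence quench of at least 8% versus neutral control, with both replicates also reaching 8%; inconclusive = only one of the mean or replicate conditions met; inactive = mean below 8% and not both replicates reaching 8%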;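 note: cells transiently co-express mutant CFTR-F508del with the halide-sensitive YFP; corrector assay measuring rescue of mutant channel to the surface after 24 h compound exposure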
# XiGFP reactiv = reactivates the inactive X chromosome in mouse fibroblasts; XiGFP mouse fibroblasts, % GFP-positive cells imaging, 3 d; cells co-treated with 5-aza-dC sensitizer; scaled so ellipticine positive control = 100%; activation, % at 7.58 µM; 0.055% of 360,000 active;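 active = mean normalized replicate activation at least 10% and every replicate at or above 10%; inconclusive = only one of the two criteria met; inactive = mean below 10% and not all replicates reach 10%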;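 note: 0% = median of on-plate neutral control wells and 100% = ellipticine 6 µM median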
#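 Material: XiGFP fibroblasts, SV40-immortalized. Buffer or medium: DMEM plus 5-aza-dC sensitizer. Compound: single concentration per compound, delivered by pin transfer. Times: 3 days compound exposure. Controls: ellipticine 6 µM.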
# GSIS activator = primary screen for activators of insulin secretion dependent on glucose, INS-1E cells, GLuc reporter luminescence | INS-1E GLuc reporter insulin secretion, 2-3 h | activation, % at 16.6 µM | 0.61% of 370,000 active;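 active = lowest replicate activation of at least 40%, so every replicate reaches that level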;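 note: 0% = median of neutral control wells and 100% = median of IBMX positive control wells; some compounds called inactive have numbers as strong as hits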
# EWS-Fli block = EWS/Fli transcriptional activity inhibition; 0.67% of 350,000 active; inhibition, % at 12.6 µM; A673 NR0B1-luciferase reporter, viability-normalised;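 active = mean inhibition of at least 50% after viability correction, with every replicate also passing that limit; inconclusive = mean reaches 50% but only one of two replicates passes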;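 note: firefly luciferase signal divided by Alamar Blue viability fluorescence both relative to DMSO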
# PAX8 inh HTS = lowers PAX8-driven luciferase in RMG-I cells | RMG-I TPO-luciferase reporter, SteadyGlo, 24 h | inhibition, % at 12.6 µM | 1.2% of 360,000 active;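 active = mean replicate inhibition at least 60% with every replicate also reaching 60%; inconclusive = only one of the two criteria is met; inactive = mean below 60% and not all replicates reaching 60%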;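 note: luciferase light reporting Pax8 driven TPO promoter activity; plate controls were median of neutral control wells for no effect and mitoxantrone controls for full effect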
# An asterisk follows results filed as active; ? = inconclusive; . = not tested or not shown.
SMILES,ARNT TACC3 PPI,DENV2 CPE rescue,ERp5 inh,F508del corr,XiGFP reactiv,GSIS activator,EWS-Fli block,PAX8 inh HTS
C=CCn1c(O)c(CN2CCCCC2)c(C)c(C#N)c1=O,5,2,0,3.9,0.2,-11,-3,15
O=S1(=O)C[C@H](N2CCC[C@@H]2CO)[C@@H](COCc2ccccc2)N1,.,-3,2,3.9,0.9,0,-7,-1
O=C(COC(=O)C1CCN(c2ccc(C(F)(F)F)cn2)CC1)NC1CCCCC1,7,-2,-13,-2.9,0.2,8,9,-23
CO[C@H]1CN(C)C(=O)c2cc(NC(=O)Nc3ccccc3)ccc2OC[C@H](C)N(CC2CC2)C[C@@H]1C,0,3,6,0.5,0.2,-21,7,.
CC(C)C#Cc1cnc2c(c1)C(=O)N([C@H](C)CO)C[C@H](C)[C@@H](CN(C)Cc1ccccc1F)O2,1,5,1,-0.3,0.0,3,17,.
C[C@@H](NC(=O)C[C@H]1CC[C@@H](NS(=O)(=O)c2cccc(F)c2)[C@H](CO)O1)c1ccccc1,.,5,-2,0.7,0.9,-17,.,.
Nc1ncn([C@H]2C[C@H](O)[C@@H](CO)O2)c(=O)n1,-3,-3,-8,0.6,4.7,.,20,107*
COc1ccc(CN(C)C[C@H]2OCCCC[C@H](C)Oc3ccc(NC(=O)c4ccccc4)cc3C(=O)N([C@@H](C)CO)C[C@H]2C)cc1,7,-7,2,0.2,0.1,-22,9,1
C#CCOC(=O)CCCC(=O)NCCCCCCCC,-2,-6,1,-0.3,0.5,-8,0,-1
CCOC(=O)C1=CCN(S(=O)(=O)c2ccccc2Br)C1c1cccc(Cl)c1 (stereo not drawn),.,2,1,-2.7,0.2,13,-1,1
COC(=O)Cn1c(=O)n(CCc2ccccc2)c(=O)c2c3c(sc21)CCCC3,4,8,5,0.1,.,-2,14,.
COc1ccc(CN(C)C[C@H]2Oc3c(NC(=O)Nc4c(C)noc4C)cccc3C(=O)N([C@H](C)CO)C[C@@H]2C)cc1,0,3,0,3.9,0.1,21,2,-13
CCCc1nn(C)c(C(=O)Nc2ccc(Cl)cc2)c1Cl,-3,?,-2,-1.4,0.2,6,-26,-4
Cc1ccc(NC(=O)CSc2nnc(CNC(=O)c3ccco3)n2C)c(C)c1,3,-1,-1,1.1,-0.1,9,0,-7
Cc1cc2c(cc1S(=O)(=O)CCC(=O)NC1CCC(C)CC1)OCC(=O)N2 (stereo not drawn),4,-3,2,0.8,0.1,.,7,4
C/C=C/c1ccc2c(c1)O[C@H](CN(C)CC1CCOCC1)[C@H](C)CN([C@H](C)CO)S2(=O)=O,-3,7,8,0.9,0.2,9,5,-22
CCc1ccc([C@H]2C(C(=O)O)=C[C@@H](C(C)(C)C)N2S(=O)(=O)c2ccc(C)cc2)cc1,4,-10,0,-2.8,-0.1,-14,-16,1
C/C(=N\NC(=O)C(c1ccncc1)N1CCOCC1)c1ccc(Br)cc1 (stereo not drawn),-9,.,.,.,0.0,8,.,5
CC12CCC(=O)N1C(C(=O)NCc1ccccc1F)CS2 (stereo not drawn),-2,0,7,1.4,0.0,-6,-5,-15
COc1ccc(NC(=O)c2cccnc2SC)cc1OC,3,-6,0,0.9,-0.1,-2,-4,-10
COc1cccc(S(=O)(=O)N2CCCCN3[C@@H](CO)[C@H](c4ccc(C#CC(C)C)cc4)[C@@H]3C2)c1,30,10,-3,-3.5,0.4,53,14,65*
CCCNC(=O)[C@@H]1[C@@H](CO)[C@@H]2Cn3c(ccc(-c4cccc(OC)c4)c3=O)[C@H]1N2CCC,-6,-3,0,-0.6,0.0,-4,0,.
N#C/C(=C(/O)COC(=O)COc1cccc(Br)c1)c1nc2ccccc2[nH]1,10,-5,0,-1.2,0.1,1,1,11
COc1cc(/C=N/NC(=O)c2nnn(-c3nonc3N)c2-c2cccs2)ccc1O,.,9,2,0.8,0.0,4,.,-11
Cc1noc(C)c1-c1ccc(C(=O)Nc2cccc(NS(C)(=O)=O)c2)c2occc12,.,-5,3,3.3,0.0,3,-13,-28
Cn1c(N)c(C(=O)CSc2nc(C3CC3)n(-c3ccccc3)n2)c(=O)n(C)c1=O,-1,?,-4,0.3,0.1,.,-4,-1
CCCn1cc(CN2CCCC(C(=O)c3ccc4c(c3)OCO4)C2)c(C)n1 (stereo not drawn),2,-6,1,-3.0,0.0,6,.,4
CCn1c(OC)nc2c1c(=O)n(C)c(=O)n2C,3,3,0,-0.4,0.2,-33,18,8
O=C(NCCCc1ccccc1)C(=O)NCC1OCCN1S(=O)(=O)c1cc(F)ccc1F (stereo not drawn),0,?,2,1.3,0.2,-8,.,7
CCN(CC)CCCNC(=O)c1csc(Nc2cccc3ccccc23)n1,31,3,-5,1.0,0.5,0,15,23
C[C@@H]1CN([C@H](C)CO)C(=O)c2cc(NC(=O)CCN3CCOCC3)ccc2O[C@@H]1CN(C)S(=O)(=O)c1cn(C)cn1,-6,-2,3,-0.4,0.1,15,6,.
Cc1ccccc1NC(=O)Cn1nc(-c2ccc(Cl)s2)ccc1=O,8,4,5,-0.2,0.2,11,2,6
C[C@@H]1CN([C@@H](C)CO)C(=O)Cc2cc(NC(=O)C3CCCCC3)ccc2O[C@H]1CN(C)Cc1ccc(C(F)(F)F)cc1,27,9,-2,-2.5,-0.6,-32,14,44
COc1cc(OC)cc(C(=O)Nc2ccccc2C(=O)NC2CC2)c1,-6,4,-7,5.8,0.0,2,-4,6
COc1ccc(C#Cc2cnc3c(c2)C(=O)N([C@@H](C)CO)C[C@@H](C)[C@@H](CN(C)C(=O)CC2CC2)O3)cc1,4,-5,9,2.1,-0.7,-16,-1,20
CCCNC(=O)N1CC2(CN(Cc3cccc(OC)c3)C2)c2c(n(C)c3cc(OC)ccc23)[C@@H]1CO,.,5,2,4.5,0.3,10,24,15
Cc1ccc(N2C(=O)CC(N3CCN/C3=C3\CC/C(=C\c4ccccc4)C3=O)C2=O)cc1 (stereo not drawn),10,2,1,-2.0,0.5,-5,4,0
C[C@H]1CN([C@@H](C)CO)C(=O)c2cccc(NC(=O)c3cnccn3)c2O[C@@H]1CN(C)S(=O)(=O)c1ccc(Cl)cc1,.,.,.,-2.0,-0.8,-2,-7,.
O=C(Oc1ccccc1N1C(=O)C2CCCCC2C1=O)c1ccccc1F (stereo not drawn),-1,.,.,.,0.2,-3,.,30
COc1ccc(NC(=O)CCNS(=O)(=O)c2ccc3c(c2)CC(C)N3C(C)=O)cc1 (stereo not drawn),1,0,7,2.5,0.0,4,5,7
Cc1ccc2nc(C)c(C(=O)N/N=C/c3ccco3)cc2c1,0,.,.,.,0.0,-5,.,-7
O=[N+]([O-])c1cccc(C(=Nc2ccccc2)NO)c1,1,.,.,.,0.3,17,.,15
COc1ccc(N2CCN(C(=O)COC(=O)c3oc4ccccc4c3C)CC2)cc1,37,20,-6,-1.2,0.0,-11,7,3
CN(C)c1ccc(/C=C/C(=O)c2ccccc2O)cc1,.,-2,5,-5.2,0.5,11,-13,-128
O=C1CCC[C@@H]2c3[nH]c4ccccc4c3CCN12,-2,-7,4,-2.4,.,.,6,6
Cc1cc(C)n(C(=O)CCC(=O)NCc2ccccc2)n1,-5,-5,-3,-2.0,.,0,5,.
Cc1noc(C)c1NC(=O)N(C)C[C@@H]1OCCCC[C@@H](C)Oc2ccc(NC(=O)CCCCCC(=O)Nc3ccccc3N)cc2C(=O)N([C@H](C)CO)C[C@@H]1C,1,-3,.,0.5,0.3,-12,-6,-6
COc1cc(OC)cc(C(=O)Nc2cccc3c2CCCC3)c1,-3,-4,3,0.6,0.2,-1,7,-5
CC1CC(C)CN(C(=O)c2nn(C)c3c2CSc2ccccc2-3)C1 (stereo not drawn),0,-3,-11,-1.1,0.0,-1,12,26
COCC(=O)N(C)C[C@@H]1[C@H](c2ccc(-c3ccccc3)cc2)[C@@H](CO)N1C(C)=O,11,-17,9,1.6,-0.1,7,-4,-4
Cc1nc(NC(=O)CN2CCCCC2)sc1C(=O)N(C)C,20,2,-8,1.6,0.0,16,-1,5
O=C(Nc1cccc(S(=O)(=O)N2CCCCC2)c1)C1CCCC1,7,3,-6,-1.6,0.1,8,13,-7
COc1ccc(CN(C)C[C@@H]2OCCCC[C@@H](C)Oc3ccc(N(C)C)cc3C(=O)N([C@@H](C)CO)C[C@H]2C)cc1,2,2,0,2.0,-1.1,9,-2,5
Nc1nccc(SCc2ccc(Cl)cc2Cl)n1,1,-1,-4,2.4,-0.1,.,-5,-14
Cc1ccc(S(=O)(=O)NCC(=O)OCC(=O)Nc2ccccc2OC(F)F)cc1,-13,9,10,-2.1,0.0,-44,1,16
COc1ccc(CNC(=O)C(C)N2C(=O)COc3ccc(C)cc32)c(OC)c1 (stereo not drawn),0,-3,-9,1.6,0.2,3,-2,7
OCc1ccc(-c2nn(Cc3ccccc3)c3ccccc23)o1,.,5,0,0.7,0.0,-10,18,9
CC1CC(C)CN(S(=O)(=O)c2ccc(F)c(C(=O)NC3CCCCC3C)c2)C1 (stereo not drawn),.,-11,1,1.0,-0.2,.,-1,7
COc1ccc(S(=O)(=O)Nc2ccc3c(c2)OC[C@H](C)NC[C@H](C)[C@@H](OC)CN(C)C3=O)cc1,.,16,7,-2.1,0.6,22,-7,.
CC(=O)Oc1ccc2c(=O)c(-c3ccccc3)coc2c1,-4,-3,-2,2.9,?,11,-62,-172
# Carrying on.
SMILES,ARNT TACC3 PPI,DENV2 CPE rescue,ERp5 inh,F508del corr,XiGFP reactiv,GSIS activator,EWS-Fli block,PAX8 inh HTS
O=C(CN1CCCC1)Nc1ccccc1C(=O)c1ccccc1,7,2,0,-2.0,-0.1,5,1,5
Cc1c(CCC(=O)O)c(=O)oc2cc3occ(-c4ccc(Cl)cc4)c3cc12,45*,6,-2,-3.2,0.0,-3,0,-9
O=C(Nc1cccc(C(F)(F)F)c1)C(Sc1cccc[n+]1[O-])c1ccccc1 (stereo not drawn),.,?,-3,.,0.2,-37,-2,1
CCOC(=O)c1nn(-c2ccc(OCC)cc2)c2nc(-c3cccc(OC)c3)c(C#N)c(=O)n12,-49,-8,1,4.5,0.0,7,13,-15
O=C(Nc1ccc(Cl)c(Cl)c1)N[C@H]1CC[C@@H](CCn2cc(C3CCCC3)nn2)O[C@@H]1CO,.,6,-1,-0.5,0.0,-4,-4,-20
COc1ccc(NC(=O)C23CC4CC(C2)CC(c2ccccc2)(C4)C3)c(OC)c1,0,.,.,.,0.0,-8,.,0
Cc1cc(N=Cc2c(O)n(-c3cccc(C(F)(F)F)c3)c(=O)c3ccccc23)no1,-4,.,.,.,-0.1,-26,.,-15
CCCNC(=O)Nc1ccc2c(c1)OC[C@@H](C)N(C(=O)C1CCC1)C[C@H](C)[C@H](OC)CN(C)C2=O,-11,11,-6,0.9,0.2,-6,3,-8

# Among those listed so far, these have a cyano group.
SMILES,ARNT TACC3 PPI,DENV2 CPE rescue,ERp5 inh,F508del corr,XiGFP reactiv,GSIS activator,EWS-Fli block,PAX8 inh HTS
C=CCn1c(O)c(CN2CCCCC2)c(C)c(C#N)c1=O,5,2,0,3.9,0.2,-11,-3,15
N#C/C(=C(/O)COC(=O)COc1cccc(Br)c1)c1nc2ccccc2[nH]1,10,-5,0,-1.2,0.1,1,1,11
CCOC(=O)c1nn(-c2ccc(OCC)cc2)c2nc(-c3cccc(OC)c3)c(C#N)c(=O)n12,-49,-8,1,4.5,0.0,7,13,-15
